CHRM5 antagonist = blocks acetylcholine activation of human M5 receptor. inhibition, % at 3 µM. AID 624040. 0.59% of 360,000 active. CHO-hM5 cells, Fluo-8 calcium fluorescence, ACh EC80;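 active means inhibition above a per-plate cutoff, the mean of that plate's test compounds plus 3 SD, cut at about 27% in these data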;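 further: 0% = acetylcholine EC80 with DMSO and 100% = DMSO without agonist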
M5 PAM = CHRM5 positive allosteric modulation. 0.3% of 360,000 active. CHO-K1 hM5, Fluo-8 calcium, ACh EC20 PAM; 0% = ACh EC20, 100% = ACh EC100. activation, % at 3 µM;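 active means activation above the run cutoff, the mean activation of all test compounds plus 3 SD, cut at about 18% in these data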
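system = human M5 receptor in CHO-K1 cells | compound = one concentration, 3 µM final (nominal) | schedule = Post-acetylcholine fluorescence recording 140 s | signal = Fluo-8 calcium dye fluorescence, kinetic read | benchmarks = low control EC20 acetylcholine (0%), high control EC100 acetylcholine (100%) | repeats = singlicate, one well per test compound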
CHRM4 antagonist = CHRM4 antagonism in calcium assay. P08173. CHO-hM4 cells, ACh EC80, Fluo-8 calcium fluorescence. inhibition, % at 3 µM. 0.73% of 360,000 active. AID 624125;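 active means inhibition above its plate's cutoff, the mean inhibition of sample wells plus 3 SD, cut at about 27% in these data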;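 further: 0% = acetylcholine EC80 with DMSO and 100% = DMSO without agonist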
Target sequence (P08173 whole entry, looked up): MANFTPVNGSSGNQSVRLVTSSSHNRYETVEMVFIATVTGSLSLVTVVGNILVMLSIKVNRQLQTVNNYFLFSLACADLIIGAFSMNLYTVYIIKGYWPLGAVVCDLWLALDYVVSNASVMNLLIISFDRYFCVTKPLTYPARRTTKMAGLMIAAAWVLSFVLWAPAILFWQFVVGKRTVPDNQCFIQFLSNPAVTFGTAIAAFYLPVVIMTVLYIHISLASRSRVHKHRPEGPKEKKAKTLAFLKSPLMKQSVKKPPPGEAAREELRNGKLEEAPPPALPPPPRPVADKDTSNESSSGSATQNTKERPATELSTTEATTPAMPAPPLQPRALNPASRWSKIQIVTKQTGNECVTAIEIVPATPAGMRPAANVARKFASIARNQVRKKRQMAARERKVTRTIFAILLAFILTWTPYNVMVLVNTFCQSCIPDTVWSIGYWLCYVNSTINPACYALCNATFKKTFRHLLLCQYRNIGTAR
M5 ag = agonists of human muscarinic M5 receptor (CHRM5). 0.19% of 360,000 active. CHO-K1 hM5 cells, Fluo-8 calcium fluorescence; 0% DMSO wells, 100% maximal acetylcholine response. activation, % at 3 µM. AID 624037. P08912;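 active means activation above the run's mean over test compounds plus 3 SD, cut at about 23% in these data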;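 further: signal is peak over basal fluorescence ratio across the kinetic read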
M4 PAM = positive allosteric modulators of human muscarinic M4 receptor; P08173; CHO-K1 hM4/Gqi5, Fluo-8 calcium fluorescence, ACh EC20; 0% = ACh EC20, 100% = maximal ACh; activation, % at 3 µM; 0.4% of 360,000 active; AID 624126;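 active means activation above its plate's cutoff, the mean activation of sample wells plus 3 SD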; further: some results filed as inactive read as strong as hits
CRFR2-BP ag = CRF-BP/CRF-R2 complex agonism. 0.46% of 350,000 active. activation, % at 13.2 µM. HEK293 CRF-R2/CRF-BP, calcium dye fluorescence (FLIPR); percent of saturating CRF peptide response;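 active means activation of at least 50%, plus an integration ratio under a set limit after plate pattern correction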;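 further: plate controls were neutral control wells without compound for no effect and CRF at EC100 for full effect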
M1 PAM = positive allosteric modulators of human M1 muscarinic receptor; activation, % at 3 µM; 0.088% of 360,000 active; AID 588819; P11229; CHO-K1 hM1, Fluo-8 calcium fluorescence, ACh EC20; 0% = ACh EC20, 100% = maximal ACh; in the data active means activation above about 19%, passing the limit was not always enough
Target sequence (P11229 whole entry, looked up): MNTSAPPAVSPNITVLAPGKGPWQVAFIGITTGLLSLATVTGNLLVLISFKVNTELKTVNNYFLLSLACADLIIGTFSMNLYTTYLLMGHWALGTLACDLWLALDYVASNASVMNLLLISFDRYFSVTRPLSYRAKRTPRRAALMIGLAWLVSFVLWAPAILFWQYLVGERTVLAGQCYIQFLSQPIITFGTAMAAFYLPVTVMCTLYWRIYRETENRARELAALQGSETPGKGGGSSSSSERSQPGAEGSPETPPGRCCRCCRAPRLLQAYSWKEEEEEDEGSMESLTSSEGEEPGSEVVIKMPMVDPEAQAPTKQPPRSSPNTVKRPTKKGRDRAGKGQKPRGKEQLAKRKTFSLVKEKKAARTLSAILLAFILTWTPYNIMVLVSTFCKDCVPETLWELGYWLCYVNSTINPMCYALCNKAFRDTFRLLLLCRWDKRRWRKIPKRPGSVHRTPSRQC
M1 antag = blocks human M1 muscarinic receptor; P11229; inhibition, % at 3 µM; CHO-K1 hM1, Fluo-8 calcium fluorescence, ACh EC80 antagonist; 1.3% of 360,000 active;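 active means percent inhibition above its own plate's cutoff, namely the mean of that plate's compound wells plus 3 SD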;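 further: peak over basal fluorescence ratio during 140 s after agonist addition; 0% = ACh EC80 plus DMSO and 100% = DMSO alone without agonist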
CHRM4 agonist = agonists of human muscarinic M4 receptor (CHRM4); CHO-K1 hM4/Gqi5, Fluo-8 calcium fluorescence; vehicle 0%, full acetylcholine response 100%; activation, % at 3 µM; 0.14% of 360,000 active; AID 624127;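 active means activation above the run mean over all test wells plus 3 SD, cut at about 32% in these data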;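 further: peak over basal fluorescence ratio per well then scaled between controls; 0% = DMSO wells and 100% = acetylcholine at EC100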
Active calls of the source: *; . = not tested or not shown.

Second line of a record: CHRM5 antagonist, M5 PAM, CHRM4 antagonist, M5 ag, M4 PAM, CRFR2-BP ag, M1 PAM, M1 antag, CHRM4 agonist
Cc1nonc1CN(C)C(=O)c1ccc(OC2CCN(Cc3ccccn3)CC2)cc1
 : 8.2, 0.3, -6.5, -9.0, -10.5, 1.2, -2.3, 5.2, 3.2
COc1ccc(-c2csc(C(O)c3cccc(OC)c3)n2)cc1 (centres undefined)
 : 0.0, -1.8, 0.1, 2.7, -2.3, ., -6.3, -1.1, 8.7
COc1ccc(-c2nc(NC(=O)c3c(C)noc3C)sc2C)cc1
 : 1.7, 5.6, 0.3, 1.4, 5.7, -0.5, -1.2, 3.3, 6.7
COc1ccc(/C=N/S(=O)(=O)c2ccc(C)cc2)cc1
 : 4.9, 2.5, 3.0, 0.2, 1.5, -0.7, 16.0, -10.8, 0.5
CC(C(=O)Nc1ccncc1)(c1ccccc1)c1ccccc1
 : -2.4, -0.9, -6.3, -6.7, -3.8, 2.5, 4.4, -3.4, -0.7
CC1CCN(C(=O)CCc2ccc(Oc3cc([N+](=O)[O-])cc([N+](=O)[O-])c3)cc2)CC1
 : 9.7, -11.3, 5.2, -5.5, -9.4, -3.5, -16.3, 5.7, 5.3
CCCC(=O)NC(c1ccc(OC)c(OC)c1)c1cc(Cl)c2cccnc2c1O (centres undefined)
 : -1.1, -3.0, -2.2, -3.8, 0.4, 17.8, 12.1, -11.5, 1.4
CCCCS(=O)(=O)c1sc2nc3c(cc2c1N)CCCC3
 : 7.6, -12.7, 3.3, 3.4, -3.8, -2.9, -17.9, 28.8, 10.4
Cc1cc2nc(C(F)(F)F)[nH]c(=O)n2n1
 : -0.3, 5.6, 0.2, -3.0, 9.3, -0.8, 8.8, -10.6, 1.0
CNC(=O)C(C)Sc1ccc(S(=O)(=O)N2CCOCC2)cn1 (centres undefined)
 : 0.8, 4.4, -7.2, 1.4, -1.5, 9.1, 3.5, -4.4, 0.1
CC(=O)Oc1ccc(NC(=O)C2CCCCC2)c(C(=O)O)c1
 : 1.1, 0.1, -1.2, 0.9, -0.6, -1.8, -1.5, -0.3, -0.1
Cc1cc(NC(=O)c2ccc(-c3ccc(F)c(Cl)c3)o2)no1
 : 1.0, -2.9, 3.5, -1.8, -4.7, 0.0, 5.9, -9.2, 1.0
O=C(NC(=S)Nc1cccc(O)c1)c1cncc(Br)c1
 : -1.0, -0.2, -12.1, -3.7, -8.0, 0.8, 9.6, -16.7, 2.0
O=C(NC(Cc1ccccc1)C(=O)O)/C(=C\c1ccco1)NC(=O)c1ccc(Br)cc1 (centres undefined)
 : 2.0, 3.1, -6.0, 0.2, 15.3, 2.6, 6.0, -7.7, 0.5
COc1ccc(NC(=S)NCCc2ccccc2OC)c(OC)c1
 : -3.1, 10.1, 3.3, -12.7, 2.2, -1.7, -1.3, 1.6, -0.1

Sorted by value in M1 PAM (lowest first): some entries from above
canonical_smiles,M1 PAM
CCCCS(=O)(=O)c1sc2nc3c(cc2c1N)CCCC3,-17.9
COc1ccc(-c2csc(C(O)c3cccc(OC)c3)n2)cc1 (centres undefined),-6.3
Cc1cc(NC(=O)c2ccc(-c3ccc(F)c(Cl)c3)o2)no1,5.9
COc1ccc(/C=N/S(=O)(=O)c2ccc(C)cc2)cc1,16.0

The listing picks up, starting two compounds before the break.
Second line of a record: CHRM5 antagonist, M5 PAM, CHRM4 antagonist, M5 ag, M4 PAM, CRFR2-BP ag, M1 PAM, M1 antag, CHRM4 agonist
O=C(NC(Cc1ccccc1)C(=O)O)/C(=C\c1ccco1)NC(=O)c1ccc(Br)cc1 (centres undefined)
 : 2.0, 3.1, -6.0, 0.2, 15.3, 2.6, 6.0, -7.7, 0.5
COc1ccc(NC(=S)NCCc2ccccc2OC)c(OC)c1
 : -3.1, 10.1, 3.3, -12.7, 2.2, -1.7, -1.3, 1.6, -0.1
CSc1ccccc1NC(=O)C1CC(c2ccccc2O)=NO1 (centres undefined)
 : -0.3, -5.3, -9.0, 1.9, -0.6, 1.0, -0.2, -6.8, 6.6
O=C1NCCCN1Cc1ccc(Cl)cc1
 : 4.5, 1.8, -9.2, -2.4, -3.7, -0.9, 4.6, -2.4, 5.6
C[C@H]1CN([C@@H](C)CO)S(=O)(=O)c2ccc(Br)cc2O[C@H]1CN(C)S(=O)(=O)c1ccccc1
 : -4.3, -1.0, -9.4, 0.6, -3.3, -0.6, 1.6, -11.8, 7.6
S=c1[nH]nc(-c2ccccc2)n1/N=C/c1ccc(-c2ccccc2Cl)o1
 : -2.3, -7.7, 2.5, -2.6, -9.7, 0.1, -7.6, 16.2, -0.1
CC1CCCCN1Cc1nc2c(c(=O)n(C)c(=O)n2C)n1CCCc1ccccc1 (centres undefined)
 : 0.5, -2.6, -14.6, 1.6, 2.5, 0.7, 5.4, -12.1, 2.2
CCOc1ccc(S(=O)(=O)NCCCl)cc1
 : 8.1, -1.1, 1.5, -3.7, 1.1, -0.9, 1.0, 3.6, 1.5
Cc1sc2nc(Cc3ccccc3)[nH]c(=O)c2c1-c1ccccc1
 : 1.2, -1.9, 11.4, -2.1, -7.7, 3.8, 9.9, -7.7, 0.3
CCCCn1c(SCC(=O)c2ccc3c(c2)OCCO3)nnc1-c1ccoc1C
 : 12.4, -5.4, -5.9, -1.3, -4.8, -3.5, 1.6, -13.9, 1.7
Cn1nnnc1NCc1cccc(Cl)c1Cl
 : 8.0, 1.2, -7.5, -17.0, 4.4, -1.7, 3.5, -5.5, 1.0
Cc1cc(N2C(=O)C3CC=CCC3C2=O)no1 (centres undefined)
 : -4.4, 3.0, 5.4, 2.0, 5.2, -0.1, 5.7, 1.8, 1.1
COc1cc(/C=N/NC(=O)Nc2cccc3nsnc23)cc(OC)c1OC
 : 2.5, -3.7, -5.7, 0.5, -2.6, 1.0, 4.2, -3.4, 1.6
C/C(Cc1ccccc1)=N\NC(=O)CNC(=O)c1cccc(Br)c1
 : 2.8, -6.7, 0.5, -3.1, 6.7, -0.1, 0.5, -6.0, 0.9
COc1cc(CC(=O)OCC(=O)Nc2cc(S(=O)(=O)N3CCCC3)ccc2Cl)cc(OC)c1OC
 : -1.2, -1.6, 7.1, 4.9, -1.0, 5.6, 9.9, -4.1, 5.7
O=C(NCc1cccc(C(F)(F)F)c1)C1CCN(c2ncccn2)CC1
 : 13.4, -2.5, 7.2, -0.8, -9.8, -1.4, -8.5, 1.3, 0.4
CN(C)CCCNC(=O)C[C@H]1C[C@H](C(=O)N2CCOCC2)[C@@]2(C)c3[nH]c4cc(-c5ccco5)ccc4c3CCN2C1=O
 : -3.9, 3.6, -2.3, -0.5, 2.4, 5.5, 11.7, -7.4, 0.3
CC1CNC(=S)N(c2ccc(F)cc2)C1=O (centres undefined)
 : -0.1, -4.7, 0.3, 3.4, -0.8, 0.1, -8.5, 8.7, 0.4
COC(=O)c1ccc2nc(-c3ccco3)c(Cc3ccccc3)n2c1
 : -3.5, -3.7, -6.0, -0.7, 1.7, ., -4.4, 3.9, 0.6
O=[N+]([O-])c1ccc(CSc2nnc(SCc3ccccc3)s2)cc1
 : 3.9, -4.7, -2.3, -6.6, -0.5, 1.2, -1.5, -5.7, -1.3
CC(NC(=S)Nc1ccc([N+](=O)[O-])cc1)c1ccncc1 (centres undefined)
 : 1.8, -11.5, 3.6, 13.2, -6.1, 9.1, -0.7, -3.8, 12.4
CCOC(=O)C1=CN(Cc2cccc(-c3ccc(Cl)nc3)c2)S(=O)(=O)N(C)C1C (centres undefined)
 : 5.5, -6.9, 1.6, -1.4, -10.0, 2.8, -8.8, 6.9, 6.7
O=S(=O)(Cc1ccc(Cl)cc1)CC(O)COCc1ccccc1 (centres undefined)
 : 0.0, -6.7, 3.1, 1.5, 3.8, 0.2, 0.7, -16.3, 1.7
COc1ccc(CNC(=O)CN(C(=O)CCC(=O)Nc2ccccn2)c2cccc(C)c2C)cc1
 : 1.4, -1.8, -7.7, 0.3, 4.2, -1.7, 5.5, -2.3, 5.8
Cc1ccc(NC(=O)C2CCCN2S(=O)(=O)c2ccc3c(c2)CCC(=O)N3)cc1Cl (centres undefined)
 : 3.7, -3.6, -2.1, 2.4, 1.3, 0.1, 4.6, -14.3, 1.8
COc1cnc(NS(=O)(=O)c2ccc(N)cc2)nc1
 : -5.2, 2.1, -7.9, 0.4, 1.1, -1.1, 10.9, -40.5, 1.2
O=C1Nc2ccccc2/C1=N/N=C/c1ccc(-c2ccc([N+](=O)[O-])cc2)o1
 : 2.6, -4.2, -18.0, -4.6, -2.2, 2.6, 6.1, 33.5, 0.6
O=C1CC(CC(=O)N/N=C/c2ccccc2[N+](=O)[O-])=NN1
 : -8.0, 6.1, 0.9, -2.7, -2.0, -3.4, 8.8, -8.4, 0.7
COc1ccc(Nc2ccc([N+](=O)[O-])c3nonc23)c(OC)c1
 : -0.8, 3.0, -0.6, 2.8, 4.1, -0.4, 13.7, -15.7, 0.3
CCc1cccc(NC(=O)C2CCCN2S(=O)(=O)c2cccc3cccnc23)c1 (centres undefined)
 : -9.1, 8.8, -16.9, 0.0, -1.2, -0.5, 10.7, -6.2, 3.4
CC1CN(S(=O)(=O)c2cccc(C(F)(F)F)c2)CC(C)O1 (centres undefined)
 : 13.5, -7.5, 1.1, -3.6, -0.9, -0.1, 4.9, -7.9, -0.1
COc1ccc(-c2cc(C(=O)O)c3sc(N4CCCCC4)nc3n2)cc1OC
 : -4.5, -1.2, -2.3, -3.2, 10.1, 2.0, 1.4, 2.1, 0.9
CCC12CN3CCN(CC(C3)/C1=N\NC(=O)c1ccc(Cl)cc1)C2
 : 0.4, -1.9, -0.4, -3.8, 0.0, -1.3, -3.3, 2.3, 0.1
O=C1NCCc2c1[nH]c1c(Cl)ccc(Cl)c21
 : -7.3, 20.6*, -4.6, -7.5, 13.2, 0.6, 9.8, -8.3, 1.7
O=C(Nc1cc(Sc2ccccn2)cc([N+](=O)[O-])c1)c1ccc(Cl)cc1
 : 9.8, -14.8, -4.0, -0.3, -18.8, 2.7, -14.3, 18.8, 6.9
COc1cccc(OC)c1C(=O)NNC(=O)c1ccc(F)cc1
 : 4.3, 2.0, 5.5, 1.7, -5.1, 2.5, 3.1, -2.9, 1.2
COc1ccc(N=Cc2ccc[nH]2)cc1
 : 12.3, -0.7, -4.7, 0.1, 3.5, 1.6, 18.6, -19.1, 0.7
O=C(NCCC1=CCCCC1)c1ccc(Cl)c(S(=O)(=O)Nc2ccccc2)c1
 : 12.5, -12.5, 4.3, -1.1, 2.9, -0.2, -3.7, -0.8, 9.3
